From PubChem
PLCb3 inh – human PLC-beta3 inhibitors, primary screen, biochemical, fluorescence; Purified PLC-beta3, fluorogenic substrate; inhibition, % at 12.2 µM; 370,000 compounds, 0.18% hits; AID 720704, 2013; in the data active = inhibition above about 11%;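 note: 0% = median of compound wells on plate and 100% = full blocker control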
DAX1 inh-1 – DAX1 (NR0B1) inhibitors on StAR promoter, primary screen, cell-based, luminescence, SF-1 (NR5A1), full-length DAX-1. inhibition, % at 6.8 µM. HEK293T StAR-luciferase reporter, SF-1/DAX-1 repression relief. 370,000 compounds, 1.1% hits. AID 652010, 2013;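 active = inhibition above the mean over all tested compounds plus 3 SD, cut at about 3.6% in these data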;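 note: 0% = DAX-1 cells with DMSO and 100% = cells lacking DAX-1 with DMSO; higher inhibition means more luminescence from relief of DAX-1 repression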
GAA850 FXN act – FXN promoter activators, primary screen, cell-based, luciferase luminescence, HEK293 lucGAA850; 360,000 compounds, 0.56% hits; HEK293 lucGAA850 FXN promoter luciferase reporter, 24 h; percent of 10 µM SAHA response; activation, % at 6 µM; AID 540364, 2011;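 active = activation above the average of all compounds screened plus 3 SD, cutoff fixed separately per campaign, cut at about 7.5% in these data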;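 note: 0% = DMSO wells and 100% = 10 µM SAHA wells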
hgDAF-12 ag – H. glycines DAF-12 receptor agonists, primary screen, cell-based, luminescence, HEK293, GAL4 fusion, UAS-luciferase; Nuclear hormone receptor DAF-12 (Heterodera glycines), GAL4 fusion; HEK293 GAL4-hgDAF12 UAS-luciferase reporter, agonist luminescence; normalized to butyrate control; activation, % at 6.8 µM; 370,000 compounds, 1.8% hits; AID 687014, 2013;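 active = activation above a cutoff set at the mean of all screened compounds plus 3 SD, cut at about 10% in these data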;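 note: 0% = DMSO wells and 100% = sodium butyrate wells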
Rev-erbA mod – modulators of Rev-erb alpha DNA binding, primary screen, biochemical, FITC-DNA, fluorescence polarization, uHTS | AID 1259318, 2017 | 370,000 compounds, 0.79% hits | Nuclear receptor subfamily 1 group D member 1 (Homo sapiens), P20393 | Rev-erbα–FITC-DNA binding, 90 min | activity, % at 10 µM;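 active = activity above about 14%, limit read from the data; passing the limit was not always enough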;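 note: 0% = DMSO wells with 35 nM protein and 100% = DMSO wells with 750 nM protein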
HGIII-sPLA2 inh – human group III sPLA2 inhibitors, primary screen, biochemical, QFRET, BODIPY PC-A2 liposome substrate | QFRET BODIPY PC-A2 liposome hydrolysis, fluorescence | inhibition, % at 12.2 µM | 370,000 compounds, 0.56% hits | AID 743126, 2013;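 active = inhibition above mean plus 3 SD of compounds lying within the high and low control bounds, cut at about 19% in these data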;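 note: 0% = median of test compound wells and 100% = no enzyme DMSO wells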
Target sequence (Q9NZ20 whole entry, looked up): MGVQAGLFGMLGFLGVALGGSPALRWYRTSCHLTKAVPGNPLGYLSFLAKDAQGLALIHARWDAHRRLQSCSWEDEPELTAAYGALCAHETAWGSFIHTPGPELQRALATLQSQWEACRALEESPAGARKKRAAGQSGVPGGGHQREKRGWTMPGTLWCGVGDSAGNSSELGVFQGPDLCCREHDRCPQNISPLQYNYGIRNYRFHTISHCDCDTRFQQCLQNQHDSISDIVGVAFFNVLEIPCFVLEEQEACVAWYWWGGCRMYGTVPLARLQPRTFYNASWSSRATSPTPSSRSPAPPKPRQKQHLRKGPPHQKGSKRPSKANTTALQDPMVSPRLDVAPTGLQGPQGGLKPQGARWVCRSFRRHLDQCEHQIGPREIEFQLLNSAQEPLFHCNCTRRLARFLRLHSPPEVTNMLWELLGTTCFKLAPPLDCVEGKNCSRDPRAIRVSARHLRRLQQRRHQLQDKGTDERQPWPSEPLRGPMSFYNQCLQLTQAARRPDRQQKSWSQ
DAX1 inh-2 – DAX1 (NR0B1) inhibitors, primary screen, cell-based, HEK293, Gal4-DAX1, luciferase luminescence; Nuclear receptor subfamily 0 group B member 1 (Homo sapiens), P51843; HEK293 Gal4-DAX1 luciferase reporter; inhibition, % at 6.75 µM; 340,000 compounds, 0.99% hits; AID 504766, 2011;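 active = inhibition above the mean over all tested compounds plus 3 SD, cut at about 4.2% in these data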;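 note: 0% = DAX1-transfected cells with DMSO and 100% = empty-vector control cells with DMSO; inhibition shows as a rise in luminescence from relieved DAX1 repression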
Target sequence (P51843 207-470 limits assumed): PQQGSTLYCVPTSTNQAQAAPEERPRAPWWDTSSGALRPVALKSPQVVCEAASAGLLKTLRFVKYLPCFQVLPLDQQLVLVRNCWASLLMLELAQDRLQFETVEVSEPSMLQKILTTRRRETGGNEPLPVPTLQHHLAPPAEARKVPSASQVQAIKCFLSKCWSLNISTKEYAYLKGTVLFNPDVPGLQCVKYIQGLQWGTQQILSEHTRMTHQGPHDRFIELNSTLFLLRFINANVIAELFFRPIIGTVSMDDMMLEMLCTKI
hcDAF-12 act – H. contortus DAF-12 nuclear receptor activators, primary screen, cell-based, luminescence, HEK293, lit1-tk-luc reporter; activation, % at 6.8 µM; 370,000 compounds, 1.4% hits; HEK293 hcDAF-12 lit1-tk-luc reporter; 0% DMSO, 100% Δ7-dafachronic acid; AID 652067, 2013;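 active = activation above the mean of all tested compounds plus 3 SD, cut at about 5.5% in these data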;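 note: 100% = response to 3 µM Δ7-dafachronic acid high control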
PG9 Ab binder – binders of HIV-1 gp120 antibody PG9, primary screen, biochemical, TR-FRET; HIV-1 gp120 / PG9 antibody interaction; TR-FRET gp120-PG9 antibody binding; inhibition, % at 6.7 µM; 360,000 compounds, 0.43% hits; AID 624416, 2012; in the data active = inhibition above about 8.5%
SMARCA2 activ – SMARCA2 (BRM) function activators, primary screen, cell-based, luminescence, high throughput. MG213 cells, MMTV-luciferase reporter, dexamethasone, overnight. AID 652017, 2013. 370,000 compounds, 1% hits. activation, % at 9.1 µM; in the data active = activation above about 7.8%;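 note: 0% = vehicle wells and 100% = reference activator wells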
ssDAF12 agonist – S. stercoralis DAF-12 nuclear receptor activators, primary screen, cell-based, luminescence, HEK293, GRIP1 co-expression, lit1-tk-luc; 370,000 compounds, 1% hits; activation, % at 6.8 µM; HEK293 ssDAF-12/GRIP1 lit1-tk-luc reporter; % of 3 µM dafachronic acid response;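 active = activation above the mean over all tested compounds plus 3 SD, cut at about 0.9% in these data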;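 note: 0% = DMSO-only wells and 100% = 3 µM delta7-dafachronic acid wells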
An asterisk follows results filed as active; · = not tested or not shown.

Second line of a record: hgDAF-12 ag	GAA850 FXN act	SMARCA2 activ	DAX1 inh-2	PLCb3 inh	hcDAF-12 act	ssDAF12 agonist	Rev-erbA mod	PG9 Ab binder	DAX1 inh-1	HGIII-sPLA2 inh
O=C(Nc1ccccc1[N+](=O)[O-])C1=C(O)CCn2c1nc1ccccc12
 : 0.3	9.2*	0.4	1.8	3.4	-1.1	-1.2	-20.8	-2.0	0.1	-9.1
Cc1ccc(S(=O)(=O)NOCc2ccccc2)cc1
 : -4.1	-0.9	-2.6	-0.8	2.4	-2.1	-1.2	-6.5	-3.6	0.0	-2.1
CCOc1ccc(NC(=O)CCNS(=O)(=O)c2cccc3nonc23)cc1
 : -0.8	0.5	0.4	-0.8	-3.5	-2.4	-0.4	-4.0	-1.0	0.2	-4.8
COc1cccc(/C=C/C(=O)Nc2ccc(N3CCOCC3)cc2)c1OC
 : 4.8	3.2	-0.2	2.2	-5.7	-1.0	-0.3	3.9	-2.3	0.7	8.5
O=C(Nc1ccccc1)c1cccnc1N1CCOCC1
 : 0.4	0.9	-2.5	0.0	0.4	0.5	-0.8	-1.3	1.2	-0.8	-3.8
COc1ccc(C(=O)NCCc2ccc(Cl)cc2)cc1S(=O)(=O)N1CCCCC1C (centres undefined)
 : -1.8	1.6	-4.5	-0.8	-9.9	-1.6	-1.6	-1.9	0.5	-4.0	-18.7
CC(=O)c1c(C)oc2ccc(NS(=O)(=O)c3ccc(C(=O)O)cc3)cc12
 : 2.3	0.1	-1.6	-0.2	-8.0	0.5	-1.5	4.4	-0.7	0.3	4.4
CCOC(=O)c1c(C)sc2c1N(C(=O)CCl)c1cc(Cl)ccc1S2
 : -6.2	-6.6	-5.4	-1.4	-0.4	-2.1	-2.0	-2.1	1.0	-2.2	-8.1
COc1ccc(-c2nc(CN3CCN(Cc4ccccc4)CC3)c(C)o2)cc1
 : 0.2	1.8	-3.5	2.6	-2.7	-0.6	-1.2	4.2	1.0	0.4	-9.8
Cc1cccc(Cn2c(=O)c3c(nc4n3CCCN4Cc3ccccc3)n(C)c2=O)c1
 : -0.7	1.4	-2.9	0.3	0.8	-0.2	-1.2	2.4	-0.8	0.2	6.8
O=C(Nc1ccncc1)C1CCN(S(=O)(=O)c2ccccc2C(F)(F)F)CC1
 : -5.4	-1.2	-2.6	-0.5	1.9	-1.3	-1.5	-0.7	0.6	-1.4	-0.5
O=C(Nc1ccccc1)[C@@H]1CC=C[C@@H]2CCN(C3CCCCC3)C(=O)[C@@H]21
 : 1.3	-1.4	0.8	0.8	2.5	-1.9	-1.5	-1.7	-1.8	0.1	9.1
CCOc1ccc(N(CC(=O)Nc2ccc(C)cc2)S(=O)(=O)c2c(C)[nH]c(=O)[nH]c2=O)cc1
 : 3.7	0.7	4.2	2.2	-4.8	-1.9	-0.3	-2.6	-1.7	0.1	-11.9
CC(=O)NCCc1csc(-c2ccccc2)n1
 : 1.3	2.5	5.6	0.1	0.6	-0.4	-1.8	0.0	-2.0	-0.3	1.0
CCOc1nc(C#N)nc(N2CCCCC2)n1
 : -0.9	-1.9	-4.9	-3.5	-0.8	-0.7	-1.6	-1.1	-0.3	-2.1	0.1
CC(C)c1nnc(NC(=O)CCC(=O)NCc2ccccc2Cl)s1
 : 0.6	0.4	-1.5	0.5	-4.7	-3.3	-1.5	-4.3	-1.5	0.3	2.0
C=CCN(Cc1ccc(Cl)s1)C(=O)CNC(=O)CNC(=O)c1ccc(Cl)cc1Cl
 : 0.3	0.7	-2.9	-0.8	-7.8	-2.4	-1.1	2.9	0.4	-2.3	2.4
CC(C(=O)NC1C(=O)N2C(C(=O)O)=C(CSc3nnnn3C)CSC12)n1cc(Cl)cn1 (centres undefined)
 : 5.5	-0.9	-4.5	2.4	4.4	-2.3	-1.6	1.2	-2.0	-0.2	-0.9
CCOC(=O)N1CCN(C(=O)c2csc3c2CCCCC3)CC1
 : -4.0	0.8	-1.8	-0.1	-4.5	-1.9	-2.0	-2.0	0.7	-0.5	1.7
Nc1nn2c(-c3ccccc3)cc(=O)[nH]c2c1N=Nc1ccc(O)cc1
 : 1.5	0.5	2.0	-0.7	0.3	0.0	-1.4	10.6	-8.3	0.1	-6.1
Cc1ccc(C)n1-c1ccc(C(=O)N/N=C/c2ccncc2)cc1
 : -0.2	4.0	-1.3	-0.3	-14.2	-1.6	-0.9	-5.2	-4.7	-0.4	2.3
Cc1cc(NC(=O)CSc2n[nH]c(-c3cccs3)n2)no1
 : 0.6	-2.3	-1.6	0.4	1.6	1.0	-0.7	-8.3	-1.6	1.0	-0.8
CC(C)N(C(=O)Cc1ccccc1[N+](=O)[O-])C(C)C
 : 1.3	-0.3	-1.1	-0.8	-3.2	3.2	-0.5	0.3	-1.1	-1.0	-3.6
Cc1ccc(NC(=S)NCc2ccccn2)cc1
 : 3.2	3.0	2.7	1.4	-5.0	0.9	-0.8	0.9	-2.2	-0.1	9.5
N#C/C(=C(/O)c1cc2ccccc2o1)c1nc2ccccc2s1
 : 5.1	4.8	2.0	2.6	-68.5	1.6	-0.8	-4.0	1.2	0.2	-3.0
COCc1nc2sc3c(c2c(=O)[nH]1)CCCC3
 : 3.0	1.2	-2.6	-0.5	3.8	-0.9	-1.2	0.2	-3.9	0.1	-4.0
CCCCc1nnc(NC(=O)CSc2nc(C)cc(=O)[nH]2)s1
 : -0.8	1.1	-2.3	-0.5	4.6	-2.3	-1.5	-0.2	1.5	-0.4	1.4
CCOc1ccc(S(=O)(=O)N2CCC(C(=O)NCc3ccncc3)CC2)cc1
 : 0.3	0.0	-2.4	1.0	-5.6	-1.0	-0.8	3.9	-1.1	-0.1	12.0
CC(C)c1ccc(OCc2ccc(C(=O)N(C)C)o2)cc1
 : 9.6	7.4	6.8	0.6	-4.8	0.3	-1.3	-4.7	-0.4	0.7	-10.1
CCC(c1n[nH]c(=S)n1-c1ccccc1)N(C)C (centres undefined)
 : -1.6	1.8	3.3	-0.1	1.3	-1.0	-0.7	-3.0	-0.1	0.1	4.1
Cc1ccccc1C(=O)Nc1c(C(=O)N2CCCC2)cnn1-c1ccccc1
 : 2.7	-0.2	-0.8	2.3	1.6	-1.4	-1.8	3.4	0.1	0.1	0.7
COCCNC(=O)Cn1ncc2ccsc2c1=O
 : -3.1	-0.1	5.7	0.0	0.1	0.8	-0.8	-0.1	-0.4	1.0	-4.5
O=C(NCCCNC1CCCCC1)c1ccc(/C=N/O)nc1
 : 0.1	-1.0	1.1	-0.9	2.6	5.0	1.5*	-1.8	-1.9	0.9	3.8
CCOc1ccc(NC2=CC(=O)C(=O)c3ccccc32)cc1
 : -4.4	-0.4	-4.3	1.4	-5.9	-0.2	-1.1	-2.4	-22.0	-4.7	7.7
CCCCCCCCc1nc(SC(C)C(=O)O)n[nH]1 (centres undefined)
 : 2.4	-1.2	2.6	1.0	1.8	-0.3	-0.5	0.7	-0.1	0.0	0.7
CCNC(=S)N1CCN(Cc2ccc3c(c2)OCO3)CC1
 : -3.0	0.1	-2.9	-1.2	5.8	-1.0	-1.5	0.9	0.7	-0.3	8.5
O=C(CSc1nnc(-c2ccc(Cl)cc2)n1Cc1ccco1)Nc1ccc2c(c1)OCCO2
 : -1.7	-2.6	-0.8	0.5	-3.3	0.2	-1.4	1.9	1.2	-1.2	-32.0
COc1ccc(-c2nnn(CC(=O)N(Cc3cccs3)C(C)C(=O)NC3CCCC3)n2)cc1OC (centres undefined)
 : -1.6	3.5	-2.5	-1.4	-5.1	-1.2	-1.4	3.8	-2.0	-0.4	2.3
O=C(NC1CCN(C(=O)N2c3ccccc3Sc3ccccc32)CC1)c1ccccc1Cl
 : -1.8	1.1	-4.3	-1.1	2.1	-3.1	-1.9	5.0	-1.5	-0.9	-14.6
Cc1[nH]n(-c2ccc([N+](=O)[O-])cc2)c(=O)c1/C=N/N1CCOCC1
 : 1.5	4.7	3.8	2.1	2.2	1.2	-1.2	0.6	-1.4	0.5	0.1
COc1ccc([C@@H]2CC=C(C(=O)O)[C@H](c3ccccc3F)N2S(=O)(=O)c2ccc(C)cc2)cc1OC
 : -1.4	0.5	-0.9	-0.9	-4.1	-0.9	-0.7	-3.3	1.8	-0.4	4.5
O=C(C1=C[C@@H](C2CC2)C[C@@H](OCCCCO)O1)N1CCN(Cc2ccc3c(c2)OCO3)CC1
 : -1.2	1.6	-1.2	1.9	0.1	-2.1	-1.2	2.6	1.2	-0.4	4.5
COC(=O)c1sccc1NS(=O)(=O)c1ccccc1
 : -1.9	-1.5	-4.2	0.6	-3.1	-1.0	-0.6	-4.2	1.3	0.1	3.5
CCOC(=O)c1c(NC(C)=O)sc2c(OC)c(Br)ccc12
 : -0.5	-3.4	0.0	0.1	-2.2	-2.0	-1.6	14.1	0.0	-0.6	1.5
CCN(C(=O)c1cc(Cl)ccc1Cl)C1CCS(=O)(=O)C1 (centres undefined)
 : -1.8	1.2	-1.5	0.4	-5.0	-1.3	-1.6	4.5	-0.1	-1.0	14.9
CC(C)(C)c1csc(NNC(=O)c2ccc(Cl)cc2)n1
 : 1.1	0.3	0.8	·	-10.5	0.9	-0.4	2.1	-1.3	0.5	33.9*
COc1ccc(-c2nc3ccc(C)cn3c2Cc2cccc(Cl)c2)cc1OC
 : 2.3	·	0.8	·	-75.8	1.2	-1.0	-5.2	-0.3	-1.3	-10.2

Record cards, from the list above. Order of values: hgDAF-12 ag, GAA850 FXN act, SMARCA2 activ, DAX1 inh-2, PLCb3 inh, hcDAF-12 act, ssDAF12 agonist, Rev-erbA mod, PG9 Ab binder, DAX1 inh-1, HGIII-sPLA2 inh
`CCN(C(=O)c1cc(Cl)ccc1Cl)C1CCS(=O)(=O)C1` (centres undefined) across the screens: -1.8, 1.2, -1.5, 0.4, -5.0, -1.3, -1.6, 4.5, -0.1, -1.0, 14.9
`CCOC(=O)c1c(NC(C)=O)sc2c(OC)c(Br)ccc12` across the screens: -0.5, -3.4, 0.0, 0.1, -2.2, -2.0, -1.6, 14.1, 0.0, -0.6, 1.5
`COc1ccc(-c2nc3ccc(C)cn3c2Cc2cccc(Cl)c2)cc1OC` across the screens: 2.3, ·, 0.8, ·, -75.8, 1.2, -1.0, -5.2, -0.3, -1.3, -10.2
